# PvdQ acylase = blocks Pseudomonas aeruginosa PvdQ acylase activity. purified PvdQ acylase, fluorescence plate reader. inhibition, % at 10 µM. 0.063% of 340,000 active. AID 488965; in the data active = inhibition above about 30%, passing the limit was not always enough;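 also: 0% = vehicle neutral wells and 100% = reference inhibitor wells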
# NSD2 inh = NSD2 (human) methyltransferase inhibition; 0.54% of 310,000 active; AID 743445; O96028; inhibition, % at 12.5 µM; NSD2 peptide methylation, AlphaScreen, 120 min; in the data active = inhibition above about 50%
# SUMO Mot1 rescue = blocks SUMOylation pathway, rescuing yeast Mot1-301 growth. S. cerevisiae Mot1-301 growth rescue, ATP luminescence, 38.5C; percent above DMSO median, 100 means doubled. growth rescue, % at 18.8 µM. 1% of 320,000 active. AID 2716;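 active = every valid replicate shows activation above 250% relative to neutral control wells; inactive = the rest, any valid replicate at or below 250%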;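 also: OY570 slx delta 5 strain wells were the positive control but not used for scaling; some compounds called inactive have numbers as strong as hits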
# cardiac RTF act = cardiac RTF calcium sensitization; 0.24% of 340,000 active; AID 493008; activation, % at 7.2 µM; P19429+P45379; IANBD-labeled TnC RTF fluorescence at EC20 calcium; 0% EC20 calcium, 100% full calcium;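 active = activation above the mean over all tested compounds plus 3 SD, cut at about 30% in these data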;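 also: rise in fluorescence read as greater calcium sensitivity of cardiac thin filaments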
# LANA DNA inh = inhibitors of KSHV LANA C-terminal domain DNA binding; MBP-C-LANA/FAM-LBS DNA binding, fluorescence polarization; inhibition, % at 9 µM; 0.078% of 340,000 active; AID 504423;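 active = highest replicate inhibition at or above 60% at 9 µM, even if other replicates fall short; inactive = all replicates below 60% inhibition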;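 also: 0% = neutral control wells and 100% = 4 µM acridine orange control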
# PfHsp90 set2 = growth inhibition of yeast expressing Plasmodium Hsp90. S. cerevisiae expressing PfHsp90, BacTiter-Glo ATP, 48 h; yeast lacking PDR1 and PDR3 efflux regulators. inhibition, % at 9.4 µM. 0.32% of 310,000 active;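 active = every replicate shows inhibition above about 80%, whatever the replicate mean, limit read from the data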;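 also: 0% = DMSO neutral controls and 100% = 20 µM radicicol positive controls; yeast relying on Plasmodium falciparum Hsp90 in place of its own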
# CDK5 inh = inhibitors of human CDK5/p35 kinase; Q00535+Q15078; Recombinant CDK5/p35, ADP-Glo luminescence, 60 min; inhibition, % at 10 µM; 0.01% of 330,000 active; AID 488839;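 active = highest replicate inhibition of at least 50% and at least 75% of replicates reaching 50%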;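 also: plate controls were DMSO neutral control for no effect and GW8510 at 10 µM for full effect; many of its hits are not listed in these tables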
# RTF Ca sens inh = cardiac RTF calcium desensitization. P19429+P45379. IANBD-labeled cardiac RTF, Ca2+ fluorescence. inhibition, % at 7.15 µM. 0.12% of 340,000 active. AID 493244;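 active = inhibition above the mean inhibition of all tested compounds plus 3 SD, cut at about 17% in these data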;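 also: assay run at fixed EC70 calcium of 1.6 mM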
# Keap1 Nrf2 FP = Keap1-Nrf2 (human) interaction inhibition | Q14145 | Keap1 Kelch-Nrf2 peptide fluorescence polarization, 1536-well | inhibition, % at 9.4 µM | 0.15% of 340,000 active; in the data active = inhibition above about 12%;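 also: human Keap1 Kelch domain with fluorescein labeled Nrf2 9mer peptide probe; 0% = neutral control wells and 100% = peptide positive control; higher means more block of Keap1 binding to Nrf2 peptide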
# Target sequence (Q14145 whole entry, looked up, the tested form may be a part): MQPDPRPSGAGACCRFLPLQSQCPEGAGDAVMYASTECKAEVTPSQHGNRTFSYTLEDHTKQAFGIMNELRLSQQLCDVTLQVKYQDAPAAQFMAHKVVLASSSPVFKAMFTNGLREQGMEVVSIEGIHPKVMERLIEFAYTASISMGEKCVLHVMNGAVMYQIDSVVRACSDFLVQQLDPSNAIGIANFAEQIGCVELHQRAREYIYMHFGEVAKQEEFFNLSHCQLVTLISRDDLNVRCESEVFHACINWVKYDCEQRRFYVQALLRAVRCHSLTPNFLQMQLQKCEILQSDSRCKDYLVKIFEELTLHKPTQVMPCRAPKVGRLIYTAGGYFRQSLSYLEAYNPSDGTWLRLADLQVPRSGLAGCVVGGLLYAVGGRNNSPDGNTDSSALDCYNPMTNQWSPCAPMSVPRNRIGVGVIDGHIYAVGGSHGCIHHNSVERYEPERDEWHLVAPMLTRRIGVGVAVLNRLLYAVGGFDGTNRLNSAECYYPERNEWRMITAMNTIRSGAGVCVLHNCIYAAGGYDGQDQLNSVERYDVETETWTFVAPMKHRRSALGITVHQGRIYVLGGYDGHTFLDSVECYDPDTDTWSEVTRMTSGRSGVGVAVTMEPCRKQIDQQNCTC
# dFosB act = mouse delta FosB homodimer activation. activation, % at 25 µM. P13346. purified delta FosB, TAMRA-CDK5 oligo fluorescence polarization; percent of positive-control signal above neutral wells. 0.99% of 340,000 active. AID 493131;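 active = mean activation above about 17%, with every replicate also reaching it, limit read from the data, passing the limit was not always enough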;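 also: fluorescence polarization rise as delta FosB binds a TAMRA Cdk5 AP-1 oligo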
# Rtt109 Vps75 = blocks Candida albicans Rtt109/Vps75 acetyltransferase activity. Q5AAJ8. purified Rtt109/Vps75, ThioGlo CoA-SH fluorescence, 4 h. inhibition, % at 34.9 µM. 0.16% of 330,000 active;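 active = inhibition of at least 50% in every replicate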
# Target sequence (Q5AAJ8 whole entry, looked up): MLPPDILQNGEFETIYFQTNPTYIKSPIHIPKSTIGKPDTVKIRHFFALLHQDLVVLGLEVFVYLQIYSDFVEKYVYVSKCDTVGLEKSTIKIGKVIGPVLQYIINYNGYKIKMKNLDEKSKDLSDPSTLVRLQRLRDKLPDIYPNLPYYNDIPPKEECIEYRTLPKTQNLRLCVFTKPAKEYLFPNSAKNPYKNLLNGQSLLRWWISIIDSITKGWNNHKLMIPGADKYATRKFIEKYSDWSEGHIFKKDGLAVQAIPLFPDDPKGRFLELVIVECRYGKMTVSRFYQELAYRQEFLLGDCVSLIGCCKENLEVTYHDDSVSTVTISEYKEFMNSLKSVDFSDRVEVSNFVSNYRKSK
# Starred values were filed as active, the others as inactive; / = no result given.
SMILES,PvdQ acylase,NSD2 inh,SUMO Mot1 rescue,cardiac RTF act,LANA DNA inh,PfHsp90 set2,CDK5 inh,RTF Ca sens inh,Keap1 Nrf2 FP,dFosB act,Rtt109 Vps75
CN(C)c1ncc(S(=O)(=O)c2ccccc2)c(-c2ccccc2Cl)n1,-7,0,-12,0,-0.9,5,-1.9,-1,-2,-16,10
O=S(=O)(Nc1nc2ccccc2s1)c1ccc(Br)s1,-7,/,-26,-1,-0.9,-14,-1.2,1,-2,-7,4
COc1ccc(C(=O)CSc2nccn2C)cc1,8,-4,5,-1,-1.2,-21,1.0,-3,-1,-1,15
COc1ccc([C@H]2CC(=O)C=C(c3ccc(Oc4ccccc4)cc3)C2)cc1OC,-6,/,1,6,-2.9,/,-1.3,-3,-3,2,7
COc1cc2nc(NC(=O)c3ccc(F)cc3Cl)sc(=O)c2cc1OC,21,3,36,-1,-1.4,-3,0.1,-2,-7,-20,-24
CCOC(=O)N1CCN(Cc2nc(CC3CC3)no2)CC1,-6,1,1,-5,-0.7,6,-1.5,0,-5,-1,-4
Cc1c(C(=O)NCCc2ccccc2)oc2ccccc12,-1,-8,-2,6,-0.7,9,-0.1,8,1,-4,15
COC(=O)CCN1CCc2cc(N=Nc3ccc([N+](=O)[O-])cc3)ccc21,-9,2,-7,/,2.9,11,2.9,/,-1,-13,4
CN(c1ccc(C(=O)NCCSCc2ccco2)cc1)S(C)(=O)=O,-14,34,82,-2,0.5,-9,0.1,-10,-5,-5,-6
Cc1c(C(=O)N(CCO)Cc2ccccc2)oc2c(F)cccc12,-15,46,5,-1,1.9,21,0.8,-8,-2,-2,-1

# Brought forward from above: 2 entries, then new ones.
SMILES,PvdQ acylase,NSD2 inh,SUMO Mot1 rescue,cardiac RTF act,LANA DNA inh,PfHsp90 set2,CDK5 inh,RTF Ca sens inh,Keap1 Nrf2 FP,dFosB act,Rtt109 Vps75
CN(c1ccc(C(=O)NCCSCc2ccco2)cc1)S(C)(=O)=O,-14,34,82,-2,0.5,-9,0.1,-10,-5,-5,-6
Cc1c(C(=O)N(CCO)Cc2ccccc2)oc2c(F)cccc12,-15,46,5,-1,1.9,21,0.8,-8,-2,-2,-1
O=C(O)c1cccc2cccc(-c3c4ccc(=O)c(O)c-4oc4c(O)c(O)ccc34)c12,-5,/,/,-44,87*,-45,16,79*,7,-11,7
O=C1C=C(c2cccs2)CC(c2cccs2)C1n1cnc([N+](=O)[O-])c1 (centres undefined),-11,3,3,0,-0.9,-7,-0.7,-1,-4,-5,2
CCOc1ccc(C(=O)Nc2ccccc2-c2ccccc2)cc1Cl,-9,-3,95,-2,1.3,39,0.0,-18,-1,-3,-1
Oc1ccc(C=NNC(=S)Nc2ccc(F)cc2)c(O)c1,-5,8,/,-6,3.0,/,2.1,-3,0,0,-8
CCN1C(=O)[C@@H]2[C@@H](c3ccc(-c4ccc(F)cc4)cc3)N3CCCC[C@@]3(C(=O)OC)[C@@H]2C1=O,-3,/,9,-3,-3.4,9,1.4,-2,-8,-3,4
CC(=O)c1c(C)cc(C)c(CSc2nc(C)cc(=O)[nH]2)c1C,-1,-1,-2,0,1.8,16,0.7,-8,-3,-9,-3
O=C(NCC1CCCO1)/C(=C\c1cccs1)NC(=O)c1ccccc1 (centres undefined),-8,-1,25,-3,-1.4,-3,-1.2,-5,-2,-7,-1
Cc1ccc2cc(S(=O)(=O)NCCC(=O)O)ccc2c1,2,-2,7,-1,0.5,-3,1.0,-2,-2,-1,13
COc1ccc(N=C2CCCN2CC(N)=O)cc1,-12,-2,-2,-2,-0.7,6,0.4,-8,-1,-2,4
CC1(C(=O)NC2CCCC2)CCC(=O)N1Cc1cccs1 (centres undefined),-13,-3,/,3,2.7,/,-0.9,-3,2,1,-18
O=C(Nc1ccc(NC(=O)C2CC2)nc1)c1ccncc1,-18,4,369,5,0.3,-26,0.3,-2,-2,-5,-16
CCOC(=O)NNc1ccccc1,-12,-3,141,2,2.6,-14,-1.2,-14,-3,-7,-1
Cc1cc(C)c(S(=O)(=O)c2ccccc2)c(=O)[nH]1,-22,2,243,-3,-0.2,-1,0.2,-7,-5,5,/
COc1ccc(-c2csc(N3CCN(C(=O)c4ccccc4)CC3)n2)cc1,3,1,8,-2,-0.2,/,-1.7,-3,0,-6,7
CC(C(=O)Nc1ccc(S(N)(=O)=O)cc1)N1CCc2ccccc21 (centres undefined),0,3,41,4,0.2,-14,-1.6,4,-1,0,-10
O=c1oc(-c2cccc(Cl)c2)nc2c1cnn2-c1ccccc1,8,-3,-1,-6,-0.8,-24,-1.7,-5,2,-7,28
O=C(NCc1ccccn1)C1CCCN(S(=O)(=O)c2cc(Cl)ccc2Cl)C1 (centres undefined),-3,-1,/,2,0.1,-9,0.6,-2,2,-1,-8
C#CCOc1ccc(/C=C2/C(=O)ON=C2C)cc1Cl,-11,7,248,-2,-2.3,-42,0.3,-6,-5,-5,6
O=C(Nc1cccc(C(F)(F)F)c1)c1cnccn1,-8,4,8,/,0.5,-20,-1.8,/,5,-2,-10
CCOC(=O)NN1C(=O)c2ccccc2NC1c1ccccc1O (centres undefined),-6,-2,30,1,-0.5,4,-7.1,-14,-4,-6,-5
COc1ccc(NC(=O)CSc2nnc(-c3ccccc3C)n2N)cc1,-17,9,13,6,0.0,39,0.0,-7,-8,0,-6
CC(=O)Nc1ccc(NC(=O)C(C)Sc2nc3ccccc3c(=O)n2Cc2ccco2)cc1 (centres undefined),-19,-3,-5,-2,-0.6,/,0.6,-13,-3,12,-3
O=C1CC(N2CCN(c3ccc(F)cc3)CC2)C(=O)N1Cc1ccccc1 (centres undefined),-6,2,-3,8,3.5,2,0.9,-21,-7,-7,-1
COc1cc(CNc2ccc(O)cc2)cc(Br)c1OCc1ccccc1,-9,8,-13,-1,-0.3,3,-5.6,10,1,-28,1
CCn1c(=NC(=O)c2ccc(N3C(=O)CCC3=O)cc2)sc2c(OC)ccc(OC)c21,7,/,6,0,1.5,7,1.0,-2,0,-3,-7
COc1ccc2c(c1)c1nnc(SCC(=O)NC3CC3)nc1n2C,-11,/,3,5,-1.3,11,-4.7,1,-6,-5,-1
CCOc1ccc(-c2nc(CN(Cc3ccccc3)C[C@@H]3CCC(=O)N3)c(C)o2)cc1,-6,3,-3,2,0.7,-36,-1.3,2,-4,-14,13
CC(C)(C)NC(=O)C(=O)NN=C1CCCCCCC1,-7,-2,-16,0,0.2,-25,-1.1,2,3,0,-3
CC(=O)Nc1cccc(NC(=O)C(F)(F)F)c1,-13,0,177,-3,0.3,-2,1.5,4,-3,6,/
Cc1ccc(S(=O)(=O)NN=C2CCC(C(C)(C)C)CC2)cc1[N+](=O)[O-] (centres undefined),0,/,50,5,1.2,17,0.5,3,-4,-6,9
C=CCOc1cccc(C2c3c(oc4ccc(F)cc4c3=O)C(=O)N2CCCN2CCOCC2)c1 (centres undefined),-8,/,-3,7,-3.9,4,-0.4,-1,-4,-7,-2
Cc1ccc(COc2ccc(/C=N/NC(=O)CN3CCCCC3)cc2)cc1,12,-1,13,1,1.7,14,-2.4,2,2,-10,-8
Cc1cc(C(=O)OCC(=O)N2CCC(c3ccccc3)=N2)ccc1[N+](=O)[O-],-5,2,64,-4,-3.9,24,1.3,-3,5,-6,-10
COc1ccc(NC(=O)C2CCN(S(=O)(=O)c3ccc4c(c3)CC(C)N4C(C)=O)CC2)cc1OC (centres undefined),-14,-1,2,-6,-0.5,-4,1.7,-6,1,-6,-2
O=C(N[C@H](CO)Cc1ccccc1)c1ccco1,-8,/,-12,0,0.1,24,-4.1,6,-1,0,2
CC(C)N1CCc2c(sc(NC(=O)CN3C(=O)c4ccccc4C3=O)c2C(N)=O)C1,-2,5,28,-2,1.8,5,-0.6,-4,-1,9,-3
COc1ccc([N+](=O)[O-])cc1N(CC(=O)NCCSc1ccccc1)S(C)(=O)=O,-13,-4,-18,3,1.7,-26,-3.6,2,-3,-2,0
Cc1nc(Nc2ccc(Cl)cc2)c(C#N)c(=O)[nH]1,9,-3,55,1,-0.8,-8,1.8,-6,-3,-3,24
Cc1ccccc1NC(=S)N(Cc1ccco1)C(C)c1ccccn1 (centres undefined),-9,0,-18,-1,-0.2,-10,0.1,3,-4,-3,-2
COCCNS(=O)(=O)c1cc(OC)ccc1OC,-1,-2,-6,3,-0.2,8,2.9,4,-4,7,2
COc1ccc(-c2noc(CN(C)C(=O)c3ccoc3C)n2)cc1,9,2,-2,0,-1.0,6,-4.9,-19,-2,2,1
COC(=O)C(C)n1nnc2sc(-c3ccccc3)cc2c1=O (centres undefined),-14,0,8,5,0.5,-3,-1.4,-3,-3,-9,-6
Cc1ccc(S(=O)(=O)Nc2cccc(C(=O)NCC3(N4CCCCC4)CCCCC3)c2)cc1F,-8,3,99,-2,-0.3,-28,-0.4,-13,-2,-6,15
CCOC(=O)Cc1cnc(NC(=O)c2ccccc2)s1,-12,-1,-15,5,-0.7,9,-0.7,-8,-6,1,/
Cc1cc(NC(=O)CCC(=O)N(c2ccccc2)C2(C(=O)NC3CCCCC3)CCCC2)no1,-7,15,/,9,0.0,-39,-3.5,0,-3,-20,-1
COCC(C)NC(=O)c1cc2cccc([N+](=O)[O-])c2[nH]1 (centres undefined),6,2,-6,-1,0.3,2,0.5,0,-1,1,13
CCC(C)(C)NC(=O)C(c1ccncc1)N(Cc1cccs1)C(=O)Cn1nnc2ccccc21 (centres undefined),-17,-4,-19,-5,0.7,23,0.5,-25,-4,-12,-2
CC(C)C(=O)N1CCN(c2ccccc2NC(=O)COc2ccc(C3CCCCC3)cc2)CC1,1,-5,-5,-8,0.5,-4,0.2,4,-2,-5,12
CC1(c2ccccc2)CC(C)(C)N(C(N)=O)c2ccccc21 (centres undefined),-1,26,-6,-3,2.3,0,2.5,5,4,2,-3
c1ccc2c(CN3CCCCC3)csc2c1,-6,2,-10,-2,1.1,1,0.0,1,2,2,-3
# Next structures.
SMILES,PvdQ acylase,NSD2 inh,SUMO Mot1 rescue,cardiac RTF act,LANA DNA inh,PfHsp90 set2,CDK5 inh,RTF Ca sens inh,Keap1 Nrf2 FP,dFosB act,Rtt109 Vps75
O=C(NC1CCCCC1)c1cc(Cl)ccc1[N+](=O)[O-],62*,5,-4,-3,0.2,-8,1.5,-8,-3,0,-41
Cc1ccc(S(=O)(=O)N2CC(C)N(S(C)(=O)=O)C2)cc1 (centres undefined),-3,-8,61,-5,0.3,16,-1.1,1,1,1,25
Cc1ccc(S(=O)(=O)N(CC(=O)Nc2cccc([N+](=O)[O-])c2)Cc2ccc(Cl)cc2)cc1,2,-2,22,-1,-0.8,8,-1.4,18*,0,-4,6
Cc1ccc(CNc2ncnc3cc(Cl)ccc23)o1,-6,1,-17,-1,-1.1,/,0.8,2,-2,-7,2
Cc1ccc(C2CC(C(F)(F)F)n3ncc(C(=O)NCc4ccco4)c3N2)cc1 (centres undefined),-2,3,-14,-5,0.3,/,-0.6,-14,-2,-7,4

# Compound activity from PubChem BioAssay.

# Rows were taken by chance; overall some 3.2% were active at least once.
